Compound activity: PubChem BioAssay, National Center for Advancing Translational Sciences (NCATS)
RXFP1 antagonist: antagonists of human relaxin receptor RXFP1 | Q9HBX9 | HEK293-RXFP1, relaxin-stimulated cAMP HTRF, 30 min; hits give low values | 350,000 tested, 0.59% active | AID 1259400 | activity change, negative = inhibition, % at 57.5 µM;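 active = activity change of -60% or lower, but not beyond a set lower limit; inconclusive = change between -60% and -40%, or beyond the set limit; inactive = change above -40%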; note: % is set by controls: 0 for no effect and ±100 for the full control effect
Pol beta inh: blocks human DNA polymerase beta activity | Potency, µM (top dose mostly 114 µM), for inactives: top-dose activity change, negative = inhibition, usual class: inhibitors | AID 485314 | 340,000 tested, 1.3% active | P06746 | Pol beta primer extension/strand displacement, fluorescence kinetic; note: potency is the fitted concentration of half-maximal effect; % is set by controls: 0 for no effect and ±100 for the full control effect
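Human Pol beta at 10 nM; strand-displacement substrate 50 nM final. Compound exposure 15 min at room temperature before start, reaction 10 min at room temperature.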
BLM helicase inh: inhibitors of human Bloom syndrome helicase BLM. P54132. recombinant BLM DNA unwinding, fluorescence dequenching. Potency, µM (titrated, usually from 56.1 µM), inactives show top-dose activity change, negative = inhibition, hits mostly inhibitors. 350,000 tested, 0.2% active. AID 2528;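 note: potency is the fitted concentration of half-maximal effect; plate controls were vehicle for no effect and no enzyme for full effect; nearly all actives have a fitted effect of over 35% in size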
APE1 inh: inhibitors of human APE1 endonuclease | P27695 | AID 2517 | recombinant APE1, TAMRA/BHQ-2 abasic DNA cleavage fluorescence | Potency, µM (titrated, usually from 65.8 µM), for the others: at the top dose activity change, negative = inhibition, usual class: inhibitors | 350,000 tested, 0.35% active;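 note: potency is the fitted concentration of half-maximal effect; plate controls were vehicle for no effect and reference inhibitor for full effect; nearly all actives have a fitted effect of over 55% in size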
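Incision of a quenched TAMRA/BHQ-2 THF abasic-site duplex (50 nM) by 0.75 nM APE1, after 15 min compound preincubation, measured as fluorescence increase over three 60 s reads. Values normalized to buffer, DMSO and NSC13755 control wells.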
Anesthetic bind: binds horse apoferritin like a general anesthetic | P02791 | apoferritin/1-aminoanthracene competitive binding, fluorescence | Potency, µM (titrated, usually from 77.5 µM), without a hit: at the top dose activity change, negative = displacement, actives largely listed as inhibitors | 350,000 tested, 0.074% active | AID 485281; note: potency is the fitted concentration of half-maximal effect; % is set by controls: 0 for no effect and ±100 for the full control effect; nearly all actives have a fitted effect of over 20% in size
Target sequence (P02791 2-175 limits assumed): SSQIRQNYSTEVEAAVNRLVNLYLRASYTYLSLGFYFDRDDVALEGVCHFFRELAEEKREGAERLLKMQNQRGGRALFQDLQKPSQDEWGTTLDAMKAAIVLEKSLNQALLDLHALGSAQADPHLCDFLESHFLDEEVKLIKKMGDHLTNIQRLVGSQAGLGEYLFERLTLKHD
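Apoferritin-based anesthetic binding model; compound displacement of fluorescent 1-AMA measured as endpoint fluorescence after 10 minutes at room temperature, scaled to free-ligand and complex controls.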
Tb PGK inh: inhibitors of T. brucei phosphoglycerate kinase. 380,000 tested, 0.043% active. AID 602233. Potency, µM (top dose mostly 57.5 µM), for the others: at the highest dose activity change, negative = inhibition, hits mostly inhibitors. PGK/GAPDH coupled, Kinase-Glo luminescence, 60 min. P07378; note: potency is the fitted concentration of half-maximal effect; % is set by controls: 0 for no effect and ±100 for the full control effect; nearly all actives have a fitted effect of over 60% in size
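Recombinant glycosomal PGK reaction used 1,3-bisphosphoglycerate generated in-well by GAPDH (100nM final) in 100mM TEA pH 7.6, 5mM MgCl2, 0.01% Tween-20. After 60 minutes at room temperature, ATP was read by Kinase-Glo Plus luminescence end-point.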
Pol eta inh: DNA polymerase eta (human) inhibition; Q9Y253; recombinant Pol eta, fluorescent DNA replication assay; Potency, µM (titrated, usually from 114 µM), inactives show at the top dose activity change, negative = inhibition, actives largely listed as inhibitors; 390,000 tested, 1.2% active; note: potency is the fitted concentration of half-maximal effect; % is set by controls: 0 for no effect and ±100 for the full control effect
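Pol eta at 10 nM preincubated with compounds 15 min at room temperature; reaction started with fluorescent substrate (50 nM final) and read kinetically at 0 and 10 min.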
POLI inh: blocks human DNA polymerase iota activity; Q9UNA4; Potency, µM (doses to about 115 µM), inactives show top-dose activity, negative = inhibition, actives largely listed as inhibitors; Pol iota fluorescent replication assay, 10 min; 390,000 tested, 1% active; AID 588590; note: potency is the fitted concentration of half-maximal effect
Target sequence (Q9UNA4 whole entry, looked up): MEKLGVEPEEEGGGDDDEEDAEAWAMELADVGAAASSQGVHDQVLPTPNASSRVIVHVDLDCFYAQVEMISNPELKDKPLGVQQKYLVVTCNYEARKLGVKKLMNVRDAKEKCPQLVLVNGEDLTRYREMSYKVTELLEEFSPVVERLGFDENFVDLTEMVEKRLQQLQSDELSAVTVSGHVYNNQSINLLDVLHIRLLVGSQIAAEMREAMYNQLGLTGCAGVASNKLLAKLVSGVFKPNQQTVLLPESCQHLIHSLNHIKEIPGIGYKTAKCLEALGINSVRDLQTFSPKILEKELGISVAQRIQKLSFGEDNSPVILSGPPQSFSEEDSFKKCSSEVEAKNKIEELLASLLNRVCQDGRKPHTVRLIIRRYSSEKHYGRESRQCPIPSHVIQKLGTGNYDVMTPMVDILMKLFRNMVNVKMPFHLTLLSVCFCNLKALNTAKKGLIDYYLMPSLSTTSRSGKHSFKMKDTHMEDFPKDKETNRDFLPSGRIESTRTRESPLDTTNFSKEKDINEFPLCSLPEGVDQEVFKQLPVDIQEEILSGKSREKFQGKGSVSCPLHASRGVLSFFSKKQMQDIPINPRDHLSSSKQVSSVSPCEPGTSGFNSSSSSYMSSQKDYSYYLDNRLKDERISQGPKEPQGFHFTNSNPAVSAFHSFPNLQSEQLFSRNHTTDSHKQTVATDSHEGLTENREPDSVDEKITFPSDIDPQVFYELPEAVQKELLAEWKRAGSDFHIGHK
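Fluorescent replication assay read twice, at 0 min and 10 min after adding 50 nM (final) substrate. Enzyme (10 nM) and compounds were first incubated 15 min at room temperature; enzyme-free buffer wells were negative controls.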
Pol kappa inh: DNA polymerase kappa (human) inhibition | Q9UBT6 | purified Pol kappa, fluorescent DNA synthesis assay, 10 min | Potency, µM (highest dose often 107 µM), without a hit: top-dose activity, negative = inhibition, usual class: inhibitors | 400,000 tested, 0.53% active | AID 588579; note: potency is the fitted concentration of half-maximal effect; % is set by controls: 0 for no effect and ±100 for the full control effect
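Readout: fluorescence, taken kinetically at 0 and 10 min. Conditions: 10 nM Pol kappa, 15 min RT compound preincubation, 50 nM substrate final. Controls: enzyme-free buffer wells.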
Numbers without * were called inactive; i = inactive; u = inconclusive; x = no result given; [ ] = remark or other dose. Unless noted, calls come from the whole dose curve; as a rule, active = well fitted curve in the direction sought with a large enough effect; inconclusive = small, poorly fitted or top-dose-only effect, or another doubt; inactive = no such curve, though single readings can be large; an effect the other way counts as inactive or inconclusive.

SMILES	RXFP1 antagonist	Pol beta inh	BLM helicase inh	APE1 inh	Anesthetic bind	Tb PGK inh	Pol eta inh	POLI inh	Pol kappa inh
Cc1cc(C)c2c(=O)n(-c3ccccc3)[nH]c2n1	11.6	-1.3%	-5.3%	-0.3%	-13.7%	-1.7%	-6.2%	74.9%[activator]	-11.5%
CC(=O)N1CCc2c(sc3c2c(=O)n(-c2ccccc2)c(=O)n3CC(=O)Nc2ccccc2C)C1	x	10.8%	-11.4%	x	-7.3%	-2.6%	-6.9%	-7.3%	-0.4%
Cn1nc(C(=O)Nc2ccc(S(=O)(=O)NCc3ccco3)cc2)c2ccccc2c1=O	-7.3	-1.1%	-9.3%	-1.4%	-1.3%	i	-7.6%	11.7%	6.4%
O=C(CSC(=S)N1CCCC1)NCC(=O)Nc1ccccc1Br	-2.8	x	x	16.6%	x	-1.2%	-13.1%	18.9%	6.3%
CCOC(=O)C1CCN(S(=O)(=O)c2ccc3c(c2)NC(=O)CS3)CC1	32.6	-2.2%	1.7%	-10.8%	-3.2%	-7.5%	-8.3%	-13.8%	0.0%
O=C(Nc1cc(C(F)(F)F)ccc1N1CCOCC1)c1cccs1	-11.8	-0.4%	-3.8%	2.9%	-11.5%	-8.1%	u	1.1%	-1.2%
Oc1ccc(N2CCN(CC(O)c3ccccc3)CC2)cc1 (stereo not given)	-5.1	10.0%	-2.9%	14.0%	-0.6%	-10.5%	-20.7%	-6.5%	-12.6%
O=C(CSc1ccc(Cl)cc1)NC1CCCC1	-3.1	17.4%	1.6%	1.2%	-10.8%	1.7%	1.9%	19.8%	0.7%
COc1cc(/C=C2\SC(=S)N(CCC(=O)NC3CCCC3)C2=O)cc(OC)c1OC	-1.6	34.5%	-3.1%	17.1%	-5.4%	6.4%	-19.0%	151.2%[activator]	0.0%
CCOC(=O)c1cc2ccc(OC)cc2oc1=O	2.1	0.1%	-8.7%	0.1%	44.9%[activator]	-5.0%	-11.4%	27.2%	0.0%
COC(=O)C1(C)NC(c2ccccc2C)C2C(=O)N(c3ccccc3)C(=O)C21 (stereo not given)	-8.7	13.8%	-1.7%	16.3%	-0.6%	-3.2%	4.5%	28.1%	15.7%
Cc1ccc(C23CC4CC(CC(NC(=O)NC(C)(C)CO)(C4)C2)C3)cc1	-24.3	1.7%	-14.0%	1.7%	u	8.0%	-11.2%	-13.8%	-8.6%
COC(=O)/C(=C\Nc1ccc(Cl)cc1Cl)NC(=O)c1ccccc1	-12.3	22.1%	-4.7%	-3.5%	-11.0%	-8.5%	-22.2%	-1.8%	-17.2%
CCCC(c1nnnn1C1CCCCC1)N1CCN(c2ncccn2)CC1 (stereo not given)	-4.0	3.6%	-1.5%	17.6%	-7.1%	-7.8%	-6.7%	-13.9%	-14.1%
CC(C)NC(=O)NC(=O)CN1c2cccc3cccc(c23)S1(=O)=O	-5.1	0.5%	-4.6%	19.4%	-9.4%	x	-3.4%	u	7.3%

Next part, overlapping the part above by 2 compounds.
SMILES	RXFP1 antagonist	Pol beta inh	BLM helicase inh	APE1 inh	Anesthetic bind	Tb PGK inh	Pol eta inh	POLI inh	Pol kappa inh
CCCC(c1nnnn1C1CCCCC1)N1CCN(c2ncccn2)CC1 (stereo not given)	-4.0	3.6%	-1.5%	17.6%	-7.1%	-7.8%	-6.7%	-13.9%	-14.1%
CC(C)NC(=O)NC(=O)CN1c2cccc3cccc(c23)S1(=O)=O	-5.1	0.5%	-4.6%	19.4%	-9.4%	x	-3.4%	u	7.3%
CC(C)C(NC(=O)c1ccc(C(C)(C)C)cc1)C(=O)Nc1ccc(N2CCOCC2)cc1 (stereo not given)	-0.1	x	x	13.4%	x	8.8%	-11.9%	-0.8%	-16.1%
Cc1ccc2c(c1)N(CC(=O)N1CCN(c3nc4ccccc4s3)CC1)C(=O)C(C)O2 (stereo not given)	-2.8	23.3%	-2.6%	9.9%	-17.4%	-3.9%	-8.7%	9.7%	-4.9%
COc1cccc2cc3c(=O)oc4ccccc4c3nc12	0.4	9.6%	0.8%	-10.4%	5.0%	-5.4%	2.4%	0.9%	-6.7%
COc1ccc(C2CC(=O)c3sc(NC(C)=O)nc3C2)cc1 (stereo not given)	x	5.8%	1.5%	2.5%	-10.9%	-2.2%	-8.3%	26.2%	-14.1%
CCn1c(SCC(=O)O)nnc1-c1ccc2[nH]c(C)c(C)c2c1	-5.5	7.1%	4.9%	-7.2%	7.9%	-5.6%	-3.0%	35.5%[activator]	-13.0%
O=C(Nc1ccc(F)c(Cl)c1)c1cc(-c2ccco2)on1	5.6	-12.1%	-4.7%	10.3%	-8.4%	-3.0%	16.3%	12.2%	0.0%
COc1cccc(NC(=O)CN(C)C(=O)c2c(-c3ccccc3)noc2C)c1	-13.8	8.0%	3.2%	-8.3%	-3.9%	1.8%	-8.4%	0.1%	-6.1%
Cc1cccc(OC(C)C(=O)Nc2ccc(S(=O)(=O)N3CCCC3)cc2)c1 (stereo not given)	5.0	42.2%	-7.0%	0.9%	-5.6%	-1.0%	-13.6%	-8.9%	-9.6%
Cc1cc(=O)n(CC(=O)Nc2ccc(Cl)c(Cl)c2)c(-n2nc(C)cc2C)n1	x	3.6%	-2.9%	x	49.3%[activator]	-6.1%	-11.1%	u	-8.8%[60.1 µM]
Cn1cc(CN2CCCC(CNC(=O)c3ccc4c(c3)OCO4)C2)c2ccccc21 (stereo not given)	-3.5	-7.4%	-6.1%	5.6%	-13.5%	-7.5%	-13.5%	6.7%	0.1%
COc1cc2nc(C3CCC3)n(NC(=O)c3ccco3)c(=O)c2cc1OC	0.5	-10.9%	-8.6%	10.4%	-11.8%	3.1%	-15.1%	-4.5%	-14.5%
CCOc1ccc(NC(=O)CN2CCN(CC(=O)Nc3ccc4c(c3)OCO4)CC2)cc1	-2.8	-21.6%	-2.8%	4.3%	-4.7%	i	-15.0%	2.8%	-0.2%
CCc1ccc(CNCc2ccc(F)cc2)cc1	7.2	8.0%	-4.8%	1.9%	-2.4%	0.2%	-10.3%	11.9%	-8.6%
CC(=O)c1ccc(NC(=O)CSc2ccsc2[N+](=O)[O-])cc1	14.1	5.62µM*	-21.7%	u	-3.3%	-5.5%	11.2µM*	u	u
CCC(Cn1nnc2ccccc2c1=O)NC(=O)Nc1ccccc1Cl (stereo not given)	x	30.0%	1.5%	x	u	-10.6%	3.7%	-26.1%	8.2%
CCc1nc2cc(Cl)c(Cl)cc2[nH]1	24.6	-0.4%	5.0%	-7.0%	7.4%	i	-4.9%	u	-0.7%
CC(=O)c1cc2c(cc1NC(=O)CN1CCCCCC1)OCO2	1.5	24.0%	-1.3%	-1.8%	-22.3%	-4.2%	9.3%	1.6%	-11.9%
CC(C)NC(=O)c1ccc2c(=O)n(C3CCCC3)c(=S)[nH]c2c1	-0.8	27.1%	0.2%	10.9%	-3.6%	-6.3%	-0.2%	4.6%	-15.5%
CCCOC(=O)Nc1ccc(C(N)=O)cc1	-2.4	18.2%	1.1%	1.2%	-6.7%	7.8%	7.7%	1.5%	-9.7%
COc1cccc(NC(=O)N2CCN(S(C)(=O)=O)CC2)c1	8.5	-11.8%	-3.5%	8.2%	-3.5%	-1.1%	-5.3%	97.6%[activator]	-7.7%
COc1ccc(C(=O)/C=C2\NCCc3cc(OC)c(OC)cc32)cc1OC	3.2	6.1%	-12.0%	-16.0%	-15.8%	x	-14.1%	-9.2%	7.1%
O=C(NNC(=O)c1ccncc1)Nc1cccc([N+](=O)[O-])c1	-11.5	34.5%	2.4%	-1.7%	-9.3%	-4.7%	-4.6%	-20.1%	18.6%
CC(=O)c1ccc(NC(=O)c2cc3ccccc3o2)cc1	3.4	-1.7%	-7.8%	5.5%	-8.7%	-5.0%	-10.5%	-17.3%	10.3%
CCCCCCCc1n[nH]c(=S)n1Cc1ccccc1	u	-0.3%	-6.1%	-1.6%	-7.6%	-1.1%	-21.5%	128.5%[activator]	-10.4%
COc1ccc(OC)c(C2=C/C(=C/c3ccccn3)C(=O)O2)c1	2.4	-5.7%	0.4%	-3.5%	u	-7.6%	u	2.5%	-9.6%
O=C(CN(c1ccccn1)S(=O)(=O)c1ccc(F)cc1)Nc1ccc(F)cc1F	4.6	-1.4%	3.0%	-0.6%	-0.9%	i	-3.4%	16.5%	-4.0%
O=C(CC(=O)c1ccccc1)CS(=O)(=O)c1ccccc1	-9.4	x	x	x	x	5.3%	-23.9%	4.2%	0.7%
CCC(Cc1ccccc1)NC(=O)c1ccc2nc(N3CCOCC3)sc2c1 (stereo not given)	x	0.0%	-4.3%	4.8%	-0.7%	-6.6%	-21.7%	2.1%	1.2%
CC(=O)c1ccc(O)c(CC=C(C)C)c1	18.4	21.9%	-4.2%	-4.9%	-5.3%	-3.9%	-18.9%	26.7%	-7.5%
COc1cccc(NC(=O)C(=O)NCCCN2CCCC2=O)c1	9.9	x	x	22.2%	x	-5.1%	2.0%	8.0%	-4.8%
CCOc1ccccc1N1CC(C(=O)N2CCc3ccccc3C2)CC1=O (stereo not given)	-5.8	10.6%	2.5%	2.6%	-8.3%	2.3%	-13.3%	-4.1%	-7.2%
Cc1ccc2c(c1)cc(C(=O)N[C@@H](Cc1ccccc1)C(=O)O)n2C	1.5	20.9%	-0.3%	-7.5%	-1.7%	-0.1%	-5.5%	11.9%	5.0%
Cc1ccc2c(c1)c(=O)c1ccccc1n2CCCC(=O)Nc1ccc(C)c(F)c1	x	-0.5%	-3.4%	x	3.9%	i	-16.0%	-20.6%	-1.6%
O=C(C1CCCN(S(=O)(=O)c2ccccc2)C1)N1CCCc2ccccc21 (stereo not given)	8.3	-22.2%	4.8%	14.1%	-6.8%	3.2%	0.3%	4.8%	-4.1%
O=C1c2[nH]nc(-c3ccccc3O)c2C(c2ccccc2)N1Cc1ccco1 (stereo not given)	-6.8	-6.0%	-12.4%	-7.0%	-18.0%	-2.9%	-5.3%	1.3%	-23.7%
Cc1ccc(NC(=O)Cn2nnc(-c3ccc4c(c3)OCO4)n2)cc1F	-9.8	-2.2%	-2.9%	25.2%	2.4%	-4.3%	-4.3%	37.5%[activator]	5.4%

This is a subset; the hit share may differ from the screen's.
